Compound activity: PubChem BioAssay, The Scripps Research Institute Molecular Screening Center
CHRM1 agonist: human M1 muscarinic receptor agonism; P11229; AID 588814; CHO-K1 hM1, Fluo-8 calcium fluorescence, agonist mode; 0% DMSO, 100% acetylcholine EC100; activation, % at 3 µM; 0.33% of 360,000 active;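 active means activation above the run's mean compound activation plus 3 SD, cut at about 16% in these data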;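 further: peak over basal fluorescence ratio within a 140 s kinetic read after compound addition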
Target sequence (P11229 whole entry, looked up): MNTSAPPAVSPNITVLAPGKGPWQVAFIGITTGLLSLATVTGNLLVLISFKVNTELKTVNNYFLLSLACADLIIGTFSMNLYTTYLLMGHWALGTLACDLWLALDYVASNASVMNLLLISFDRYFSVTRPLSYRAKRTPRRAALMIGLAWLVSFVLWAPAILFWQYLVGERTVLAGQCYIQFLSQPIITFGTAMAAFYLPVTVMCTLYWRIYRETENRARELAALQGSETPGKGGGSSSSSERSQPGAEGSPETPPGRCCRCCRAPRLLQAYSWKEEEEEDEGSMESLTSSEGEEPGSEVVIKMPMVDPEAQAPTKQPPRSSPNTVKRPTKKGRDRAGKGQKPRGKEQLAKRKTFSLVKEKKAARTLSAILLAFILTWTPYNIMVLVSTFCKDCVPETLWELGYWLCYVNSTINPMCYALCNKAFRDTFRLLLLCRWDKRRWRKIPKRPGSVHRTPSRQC
CHRM1 antagonist: antagonists of human M1 muscarinic receptor; 1.3% of 360,000 active; inhibition, % at 3 µM; P11229; CHO-K1 hM1, Fluo-8 calcium fluorescence, ACh EC80 antagonist;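 active means percent inhibition above its own plate's cutoff, namely the mean of that plate's compound wells plus 3 SD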;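 further: peak over basal fluorescence ratio during 140 s after agonist addition; 0% = ACh EC80 plus DMSO and 100% = DMSO alone without agonist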
CHO parental Ca: counter-screen: ATP calcium response change in parental CHO cells. parental CHO-K1, ATP-induced calcium, Fluo-8 fluorescence. inhibition, % at 5.6 µM. 0.63% of 330,000 active. AID 463079;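 active means inhibition above that plate's mean sample inhibition plus 3 SD, cut at about 26% in these data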;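 further: 0% = ATP-challenged DMSO wells and 100% = DMSO wells without ATP; some compounds past the cut are filed as inactive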
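Test system: parental CHO cells; detection: calcium-sensitive Fluo-8 fluorescence; evaluation: percent inhibition of calcium signal; also added: ATP as calcium-mobilizing challenge; repeats: one well per compound; control set: ATP-challenged DMSO wells low, unchallenged DMSO wells high; compound: single nominal dose of 5.6 µM per compound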
CHO-K1 Ca antag: counter-screen for M1 antagonists: effect in parental CHO-K1 cells. ATP-induced calcium, Fluo-8 fluorescence. inhibition, % at 3 µM. 0.6% of 360,000 active;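 active means inhibition above a per-plate cutoff, the plate's mean sample inhibition plus 3 SD, cut at about 24% in these data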;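 further: 0% = DMSO plus EC80 ATP and 100% = DMSO alone without ATP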
OXTR potentiate: potentiates the human oxytocin receptor response; P30559; CHO-OTR cells, Fluo-8 calcium fluorescence, potentiator mode; 0% = oxytocin EC15, 100% = EC100; activation, % at 3 µM; 0.061% of 320,000 active; AID 2445;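 active means activation above that plate's cutoff, the mean activation of tested compounds plus 3 SD, cut at about 6.6% in these data, passing the limit was not always enough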;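 further: 100% uses oxytocin at 75 nM as the full agonist control; some results filed as inactive read as strong as hits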
Target sequence (P30559 whole entry, looked up): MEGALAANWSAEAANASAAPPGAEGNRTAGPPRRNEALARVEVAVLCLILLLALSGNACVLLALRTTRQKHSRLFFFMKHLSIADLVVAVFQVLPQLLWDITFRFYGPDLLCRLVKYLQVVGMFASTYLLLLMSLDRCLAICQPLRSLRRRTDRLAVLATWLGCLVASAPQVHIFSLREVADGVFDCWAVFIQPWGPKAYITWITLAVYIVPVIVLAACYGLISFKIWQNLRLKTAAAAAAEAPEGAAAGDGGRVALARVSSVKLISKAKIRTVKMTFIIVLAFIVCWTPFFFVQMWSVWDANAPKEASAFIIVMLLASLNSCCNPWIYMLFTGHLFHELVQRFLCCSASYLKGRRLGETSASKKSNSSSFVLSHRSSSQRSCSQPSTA
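System: human OTR in CHO cells / Also added: sub-maximal oxytocin, roughly EC15 / Control set: EC15 oxytocin low, 75 nM oxytocin high / Schedule: 6 min compound pre-incubation at room temperature, 100 s kinetic read / Compound: single-point 3.0 µM / Replication: singlicate / Technique: Fluo-8 calcium dye fluorescence / Read-out basis: % activation of max/min ratio relative to oxytocin controls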
M1 PAM: positive allosteric modulators of human M1 muscarinic receptor; CHO-K1 hM1, Fluo-8 calcium fluorescence, ACh EC20; 0% = ACh EC20, 100% = maximal ACh; activation, % at 3 µM; AID 588819; 0.088% of 360,000 active; in the data active means activation above about 19%, passing the limit was not always enough
M4 ag: agonists of human muscarinic M4 receptor (CHRM4) | 0.14% of 360,000 active | CHO-K1 hM4/Gqi5, Fluo-8 calcium fluorescence; vehicle 0%, full acetylcholine response 100% | activation, % at 3 µM | P08173 | AID 624127;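 active means activation above the run mean over all test wells plus 3 SD, cut at about 32% in these data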;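 further: peak over basal fluorescence ratio per well then scaled between controls; 0% = DMSO wells and 100% = acetylcholine at EC100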
CHO-K1 Ca ag: counter-screen for M1 agonists: effect in parental CHO-K1 cells | activation, % at 3 µM | Fluo-8 calcium fluorescence; scaled to maximal ATP response, vehicle zero | 0.48% of 360,000 active; in the data active means activation above about 15%;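 further: untransfected CHO-K1 host cells lacking M1 receptor as counterscreen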
CHRM4 antagonist: CHRM4 antagonism in calcium assay; CHO-hM4 cells, ACh EC80, Fluo-8 calcium fluorescence; AID 624125; 0.73% of 360,000 active; P08173; inhibition, % at 3 µM;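 active means inhibition above its plate's cutoff, the mean inhibition of sample wells plus 3 SD, cut at about 27% in these data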;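 further: 0% = acetylcholine EC80 with DMSO and 100% = DMSO without agonist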
Starred values were filed as active, the others as inactive; nt = no result given; & = joins results of further samples.

SMILES	CHRM1 agonist	CHRM1 antagonist	CHO parental Ca	CHO-K1 Ca antag	OXTR potentiate	M1 PAM	M4 ag	CHO-K1 Ca ag	CHRM4 antagonist
O=c1[nH]n(-c2ccc(F)cc2)c2ncccc12	-4	1	-13	-3	0	3	1	3.9	0
COc1cccc(-c2ncc3ccccc3c2COC(=O)c2ccc(C(F)(F)F)cc2)c1	-14	5	-17	-3	-7	-9	1	-0.2	10
O=C(COC(=O)c1cccs1)NCC1CCCO1 (stereo not given)	-2	14	3	8	-1	-3	0	0.2	9
COc1ccc(-c2ccc3c(c2)S(=O)(=O)c2cccc(C(=O)NCc4cccc(OC(F)(F)F)c4)c2C3=O)cc1OC	-5	-4	-16	-16	-3	7	0	0.0	-1
Cn1nc(C(F)(F)F)c(-c2cccc(C(F)(F)F)c2)c1NC(=O)c1cccnc1	-1	-21	-6	0	0	12	3	2.1	-4
O=C(CN1C(=O)c2cccc3cccc(c23)C1=O)N1CCCCCC1	-3	-5	-11	-9	-2	3	1	1.1	7
CC(Sc1ncc(C(F)(F)F)cc1Cl)C(=O)NCC1CCCO1 (stereo not given)	-3	-11	5	-5	0	5	-1	0.3	6
O=C1COc2ccc(C(=O)COC(=O)c3cnc(Cl)c(Cl)c3)cc2N1	1	3	-8	-10	-5	-2	4	7.8	-7
COC(=O)CC1C(=O)NCCN1C(=O)c1ccc(Cl)cc1 (stereo not given)	2	-5	1	1	-3	13	0	1.0	-2
CCc1ccc(-c2cn3nc(C)c(C)nc3n2)cc1	-4	-4	-12	-6	0	8	-1	0.5	2
CCOc1ccc(C2=C(C=C(C#N)C#N)C(c3ccccc3)c3ccccc3O2)cc1 (stereo not given)	-9	-6	-18	4	-6	-3	-1	0.1	16
O=C(NC1CCCC1)C(=O)N(Cc1cccnc1)C(C(=O)NC1CCCC1)c1ccco1 (stereo not given)	-3	-5	-29	-6	-7	4	1	-1.2	-4
COC(=O)C1=CN(c2ccc(F)cc2)C=C(C(=O)OC)C1c1cccc(Br)c1	-2	-1	nt	9	nt	7	0	0.0	-3
CCOC(=O)c1[nH]c(CSc2nnnn2-c2ccccc2C)c(C(=O)OCC)c1C	4	-5	0	4	-17	10	0	0.4	2
S=C(Nc1ccc(Cl)cc1Cl)Nc1ccccc1Oc1ccccc1	-5	-2	-19	-9	-6	-2	-1	-0.3	-2
CC1OC(Nc2ccc(N=Nc3ccccc3)cc2)C(O)C(O)C1O (stereo not given)	-1	-4	14	-6	-10	1	2	1.2	0
CN(CC(=O)Nc1ccccc1Br)CC(=O)Nc1ccccc1-c1ccccc1	-1	-10	-26	-16	-7	9	4	1.2	8
COc1ccc(/C=C2\NC(=S)N(CC3CCCO3)C2=O)c(OC)c1C (stereo not given)	-8	10	-23	-20	-9	-5	4	1.9	5
Cc1ccccc1N(CC(=O)N/N=C/c1cc(Br)c(C)o1)S(C)(=O)=O	-5	2	-6	-2	3	3	1	0.7	6
CCOC(=O)c1c(NC(=O)COC(=O)c2ccccn2)sc(C)c1C	-3	-6	-11	-12	-3	8	0	0.3	2
COc1ccc(OC)c2c1sc(=NC(=O)C1CCCCC1)n2C	-5	-4	-14	-9	-2	7	0	0.1	2
CC(C)(C)N(Cc1ccccc1)C(=O)c1ccc(Cl)cc1[N+](=O)[O-]	-10	39*	-18	16	-7	-29	2	2.2	27*
C=CCn1c(=O)/c(=C/c2ccc(Cl)cc2)s/c1=C(/C#N)c1nnc2n1CCCCC2	-10	-16	-34	-16	-6	1	2	0.9	-2
Clc1ccc(-c2[nH]ncc2N=Nc2ccccc2)cc1	-3	-11	4	-14	-5	5	0	5.6	2
Cc1ccc(CC(=O)Nc2cccc(C(=O)Nc3c(C)n(C)n(-c4ccccc4)c3=O)c2)cc1C	-4	-3	nt	-6	nt	-5	3	2.3	5
Cc1cc(C)c2c(n1)SCC(=O)N2CC(=O)Nc1ccc(Br)c(C)c1	-4	3	-30	-8	-6	3	3	1.5	-13
COC(=O)C1=C(C)NC(C)=C(C(=O)OC)C1C(=O)OCC(=O)N1c2ccccc2CC1C (stereo not given)	0&-4	-10&3	-6	4&-10	-8	10&1	2&2	2.6&0.5	3&-2
O=[N+]([O-])c1ccc(/C=[N+](\[O-])[C@@H]2CCCC[C@@H]2/[N+]([O-])=C/c2ccc([N+](=O)[O-])o2)o1	-4	17	-8	-2	-13	-5	1	-0.1	6
Cc1[nH]nc(N)c1-c1ccccc1	-9	-9	-7	-20	-24	12	1	-0.2	0
O=C1CC(N2CCCN(C3CC(=O)N(c4ccc(F)cc4)C3=O)CC2)C(=O)N1c1ccc(F)cc1 (stereo not given)	-4	-38	-16	3	0	4	0	-0.1	1
CCOc1ccc2c(c1)/C(=C(\C(Cl)=C(Cl)Cl)[N+](=O)[O-])N2	0	-3	-4	19	-7	-3	0	-0.1	5
CC(=O)N/N=C\c1cccc(OC/C=C/c2ccccc2)c1	2	14	nt	13	nt	-5	7	0.8	-7
CC1Oc2ccccc2C=C1/C=N/NC(=O)c1ccccc1O (stereo not given)	-3	-1	-2	-11	-9	-5	11	11	-6
CC1(C)CC2CC(C)(CN2C(=O)COC(=O)c2ccc(Cl)cc2N)C1 (stereo not given)	-3	3	-5	3	-21	1	0	0.1	17
COc1ccccc1C(=O)NC(C)c1ccc(-n2ccnc2)cc1 (stereo not given)	-5	-12	-8	-4	-8	11	1	1.1	9
COC(=O)C1CCN(Cc2c(C(=O)N3C[C@@H](C)O[C@@H](C)C3)nc3ccc(Cl)cn23)CC1	0	-10	-13	-6	-15	16	0	0.1	-8
COc1ccc(C(=O)OCC(=O)NC2CCCC2)c(OC)c1	-1	-4	-18	1	-3	9	1	-0.3	3
COc1ccc(NC(=S)NCCc2ccc(S(N)(=O)=O)cc2)c(OC)c1	-6	18	-2	12	3	-14	17	4.5	3
COc1ccc(-c2csc(C(O)c3ccc(F)cc3)n2)cc1OC (stereo not given)	-2	-9	nt	-9	nt	3	4	2.1	-8
COCCN1CCn2c(nc3cc(NC(=O)Cn4nc(C)c5ccccc5c4=O)ccc32)C1	-4	0	-4	-2	-6	2	1	0.9	1
CNc1nn(-c2cccc(Cl)c2)nc1N	-3	-4	3	2	-3	7	5	0.9	-9
CC1CCN(C(=O)CNC(=O)CNS(=O)(=O)c2ccccc2)CC1	-4	-10	-5	-4	-9	8	1	0.6	1
CCN(c1ccccc1C)S(=O)(=O)c1nnc(NC(=O)c2ccco2)s1	-2	-2	-13	-4	-2	-2	2	1.1	6
Nc1nc(COc2ccccc2)cs1	-5	17	-6	19	3	-4	0	-0.5	8
Cc1cccc(-n2c(CNC(=O)Cc3ccccc3)n[nH]c2=S)c1	-3	-3	-11	-13	-5	5	0	0.3	1

Of the compounds above, 2 have a thiophene ring, fused or not:
SMILES	CHRM1 agonist	CHRM1 antagonist	CHO parental Ca	CHO-K1 Ca antag	OXTR potentiate	M1 PAM	M4 ag	CHO-K1 Ca ag	CHRM4 antagonist
O=C(COC(=O)c1cccs1)NCC1CCCO1 (stereo not given)	-2	14	3	8	-1	-3	0	0.2	9
CCOC(=O)c1c(NC(=O)COC(=O)c2ccccn2)sc(C)c1C	-3	-6	-11	-12	-3	8	0	0.3	2

(next part)
SMILES	CHRM1 agonist	CHRM1 antagonist	CHO parental Ca	CHO-K1 Ca antag	OXTR potentiate	M1 PAM	M4 ag	CHO-K1 Ca ag	CHRM4 antagonist
CCNc1nc2[nH]c(=O)c3c(c2s1)OC(N)=C(C#N)C3c1ccc(C)cc1 (stereo not given)	0	-11	4	-12	-12	-4	2	2.1	0
COC(=O)c1cc(S(=O)(=O)N2CCCC2)c(Cl)cc1Cl	-2	-12	-9	-2	6	14	1	0.1	-6
O=C1CCC(C(=O)N2CCN(c3cnccn3)CC2)CN1CCc1cccc(F)c1 (stereo not given)	-2	-10	-11	6	-7	2	1	0.2	9
Cc1cc(C=C(C#N)C#N)c(C)n1-c1ccccc1	-4	-6	-11	5	-15	4	2	1.4	-1
COc1cccc(CNc2ccc([N+](=O)[O-])cc2Cl)c1O	-7	8	3	6	-8	-12	6	4.0	-6
O=C(C/C(=N/O)c1ccccc1O)C(F)F	-2	-16	8	-10	-10	10	0	0.7	-14
O=C(c1ccccc1)c1ccc(OCCCCN2CCCCC2)cc1	-6	16	-20	-9	-11	-24	1	0.2	11
COc1cc(C)ccc1S(=O)(=O)NC(=O)C1(C)CCN1C(=O)Cc1ccccc1Cl (stereo not given)	0	-17	nt	12	nt	14	0	0.0	-9
CN1CCN(C(=O)C2CCCN(S(=O)(=O)c3ccc(Br)cc3)C2)CC1 (stereo not given)	-3	0	-21	-4	-14	3	2	0.8	-10
Cc1oc(C)c(C(=O)O)c1COc1ccc(C(=O)O)cc1	-3	-3	2	2	-1	4	0	-0.2	2
CCCC(=O)Nc1cc2c(cc1C(C)=O)OCCO2	-5	7	3	-17	-18	-1	6	2.5	-2
CCOC(=O)c1c(-c2ccccc2)c(C(C)=O)c(=O)n(C)c1C	-3	0	-9	-2	-1	-6	2	0.3	0
CC(C)(C)N(NC(=O)Nc1ccc(Cl)cc1)C(=O)c1ccccc1	2	-13	-1	-2	-19	5	4	2.0	3
COc1ccc(-c2nc3ccccc3c(=O)n2CCOc2cccc(C)c2C)cc1	-7	-7	-5	2	0	6	2	0.0	3
O=S(=O)(c1ccc(C(F)(F)F)cc1)N1CCN(CCOc2ccccc2)CC1	-4	-6	nt	-3	nt	-2	0	-0.1	-22
CCOc1ccc(OCCN2C(=O)NC3(CCCc4ccccc43)C2=O)cc1 (stereo not given)	-3	-26	-24	-1	-18	4	5	1.0	2
CCOc1ccccc1C(=O)NC(C(=O)NCc1ccc(F)cc1)C(C)C (stereo not given)	-3	-3	-25	-23	-14	9	4	2.2	-13
O=C(Cn1ncc2c([nH]c3ccccc32)c1=O)N1CCN(c2ccccc2F)CC1	0	-15	-19	-11	-9	11	2	2.6	-3
Cc1cc(C)cc(NC(=O)COC(=O)Cn2cnc3c2c(=O)n(C)c(=O)n3C)c1	-4	6	-10	-1	-7	-6	-1	-0.2	9
COc1ccc(C)cc1NS(=O)(=O)c1ccc2c(c1)N(C)CCO2	1	7	-2	13	-12	-4	7	8.5	2
O=[N+]([O-])c1cc(-c2ccccc2)cc([N+](=O)[O-])c1O	-5	-7	nt	-4	nt	0	7	1.1	-15
Cc1cc(C(=O)NCC(=O)OCC(=O)N2CCCCCC2)ccc1[N+](=O)[O-]	-4	-10	-7	-9	-5	6	2	1.3	-4
O=C(Nc1cccc2ccccc12)C1CCN(C(=O)NCc2ccccc2)CC1	-2	-14	-11	11	-3	-3	1	0.4	3
Cc1ccc(S(=O)(=O)N2CCN(C(=O)Cn3nc(C)c([N+](=O)[O-])c3C)CC2)cc1	-2	-6	-21	-10	0	2	0	0.0	9
Cc1ccccc1OCC(=O)NC(Cc1c[nH]c2ccccc12)C(=O)O (stereo not given)	-5	-3	3	7	-8	2	1	0.3	-7
COc1ccccc1Cc1c(C(C)(C)C)nc2c3ccccc3ccn12	-6	-5	nt	-10	nt	-12	2	0.9	17
